AGP1 TOR yeast: alters AGP1-GFP fluorescence in TOR pathway yeast screen. AID 2066. GFP response vs DMSO, % at 10 µM. actives 0.02% (n = 320,000). S. cerevisiae AGP1-GFP multiplex flow cytometry, 3 h; GFP as percent of DMSO wells;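 active = GFP response relative to DMSO above a set limit, near screen average plus 3 SD, cut at about 150% in these data; inconclusive = fewer than 70 cells counted for the yeast strain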;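 note: median GFP channel fluorescence of the gated AGP1 strain per well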
VLA-4 inh: inhibition in a human VLA-4 binding assay. P13612. VLA-4 expressing cells, ligand binding flow cytometry. inhibition, % (about 7 µM as worked out from the volumes in the protocol). actives 0.2% (n = 330,000). AID 2557; in the data active = inhibition above about 50%
Target sequence (P13612 whole entry, looked up): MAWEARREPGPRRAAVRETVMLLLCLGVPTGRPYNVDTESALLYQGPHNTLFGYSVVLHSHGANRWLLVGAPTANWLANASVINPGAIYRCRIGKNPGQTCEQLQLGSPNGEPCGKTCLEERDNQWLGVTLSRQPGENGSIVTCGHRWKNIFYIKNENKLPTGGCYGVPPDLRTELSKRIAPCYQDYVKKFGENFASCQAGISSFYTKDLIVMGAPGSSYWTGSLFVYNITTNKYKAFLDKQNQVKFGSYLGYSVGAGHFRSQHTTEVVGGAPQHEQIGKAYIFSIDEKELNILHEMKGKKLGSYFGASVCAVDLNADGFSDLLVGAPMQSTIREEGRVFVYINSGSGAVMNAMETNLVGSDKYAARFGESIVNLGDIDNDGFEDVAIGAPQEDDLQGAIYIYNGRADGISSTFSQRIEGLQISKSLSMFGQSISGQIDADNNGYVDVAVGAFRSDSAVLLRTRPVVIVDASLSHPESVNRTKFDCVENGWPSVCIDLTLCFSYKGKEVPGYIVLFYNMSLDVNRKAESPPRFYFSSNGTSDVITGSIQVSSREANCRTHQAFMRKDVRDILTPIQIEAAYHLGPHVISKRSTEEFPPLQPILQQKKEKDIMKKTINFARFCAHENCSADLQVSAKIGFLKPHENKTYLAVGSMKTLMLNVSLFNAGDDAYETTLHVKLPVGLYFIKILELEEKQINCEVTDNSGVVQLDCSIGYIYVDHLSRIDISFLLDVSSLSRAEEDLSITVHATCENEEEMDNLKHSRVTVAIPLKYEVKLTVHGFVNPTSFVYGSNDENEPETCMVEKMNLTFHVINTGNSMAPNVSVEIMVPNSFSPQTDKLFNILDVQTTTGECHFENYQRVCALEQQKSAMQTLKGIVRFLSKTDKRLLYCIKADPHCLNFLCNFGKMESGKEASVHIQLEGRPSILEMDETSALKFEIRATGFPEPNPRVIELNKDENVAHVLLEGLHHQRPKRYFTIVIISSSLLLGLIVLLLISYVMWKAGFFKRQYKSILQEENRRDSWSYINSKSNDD
CR mimetic SO: caloric restriction mimetics inhibiting age-related superoxide in yeast; S. cerevisiae aged cells, superoxide DHE fluorescence; hits give low values; actives 0.18% (n = 330,000); superoxide response (% of plate mean), % at 10 µM;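 active = superoxide response under a set limit, about three screen SD below normal, cut at about 65% in these data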;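 note: yeast aged for seven days with compound at 30 °C before DHE staining; 100% = average MFI of all compound-treated wells on the plate with controls excluded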
MEP2-GFP yeast: alters MEP2-GFP fluorescence in TOR pathway yeast screen; S. cerevisiae MEP2-GFP strain, flow cytometry GFP, 3 h; 100% = DMSO control level; actives 0.51% (n = 330,000); GFP response vs DMSO, % at 10 µM;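 active = GFP response versus DMSO above a set limit, roughly screen mean plus 3 SD, cut at about 180% in these data; inconclusive = fewer than 70 cells counted for a yeast strain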;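 note: median GFP fluorescence of the barcode-gated MEP2-GFP cells per well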
GRK2 aptamer HTS: inhibitors of human GRK2 displacing RNA aptamer; P25098; bead flow cytometry, FAM-aptamer displacement from GRK2; inhibition of aptamer binding, % at 10 µM; actives 0.59% (n = 330,000); AID 488847;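 active = inhibition of aptamer binding above 40%, roughly 3 SD of noise, on plates passing a quality check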;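 note: median bead fluorescence of bound FAM aptamer so fluorescent compounds give negative values; no value below 0 was filed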
CIT2 TOR yeast: modulators of TOR pathway CIT2-GFP in S. cerevisiae; S. cerevisiae CIT2-GFP strain, flow cytometry, 3 h; 100 means same as DMSO wells; AID 2029; GFP response vs DMSO, % at 10 µM; actives 0.065% (n = 320,000);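 active = GFP response relative to DMSO above a set limit, near the screen mean plus 3 SD, cut at about 150% in these data; inconclusive = Fewer than 70 cells measured for a yeast strain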;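 note: ratio of well median GFP fluorescence to mean of DMSO wells on the plate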
RPL19A-GFP yeast: alters RPL19A-GFP fluorescence in TOR pathway yeast screen; S. cerevisiae RPL19A-GFP strain, flow cytometry, 3 h; hits give low values; actives 0.3% (n = 330,000); percent response vs DMSO, % at 10 µM; AID 2025;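 active = percent response vs DMSO below 50%; inconclusive = fewer than 70 events counted for the yeast strain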;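 note: median channel GFP fluorescence of the barcoded RPL19A-GFP strain; ratio of sample median GFP to plate DMSO average so 100% = DMSO; lower means less RPL19A-GFP as with rapamycin TOR inhibition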
LAP4 TOR yeast: yeast TOR pathway LAP4-GFP modulation | S. cerevisiae LAP4-GFP multiplex, flow cytometry GFP, 3 h; median GFP as percent of DMSO wells | GFP response vs DMSO, % at 10 µM | actives 0.34% (n = 320,000) | AID 2023;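 active = GFP response vs DMSO above a set limit, about the screen mean plus 3 SD, cut at about 150% in these data; inconclusive = under 70 cell events counted for the yeast strain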
Starred values were filed as active, the others as inactive; ? = inconclusive; nt = no result given; [ ] = remark or other dose. No enrichment for hits; any-hit rate near 1.7%.

SMILES	AGP1 TOR yeast	VLA-4 inh	CR mimetic SO	MEP2-GFP yeast	GRK2 aptamer HTS	CIT2 TOR yeast	RPL19A-GFP yeast	LAP4 TOR yeast
COc1ccc(/C=C/C(=O)Nc2nc(C)c(C(=O)N(C)C)s2)cc1	95	12	97	102	0	96	102	90
N#C/C(=C\c1c[nH]c2ccccc12)c1nnc2n1CCCCC2	99	-3	92	103	1	94	105	111
CCNC(=S)NNC(=O)CC(C)C	101	5	120	90	3	94	98	113
CC(=O)NCC(=O)N1CCCC(C(=O)c2ccc(Oc3ccccc3)cc2)C1 (stereo unspecified)	106	2	103	99	8	101	98	104
Cc1onc(-c2c(F)cccc2Cl)c1C(=O)NC(=S)Nc1c(C)n(C)n(-c2ccccc2)c1=O	101	0	102	95	0	102	98	108
O=C(NCCNC(=O)c1cc(F)cc(F)c1)c1cc(F)cc(F)c1	100	18	105	103	1	102	104	96
CCOC(=O)CN(C(=O)CSc1nnc(C)n1-c1ccccc1)c1ccccc1	101	6	122	105	0	101	100	103
CC(C)[C@H](NC(=O)c1ccccc1Cl)C(=O)OCC(=O)NC(=O)NCc1ccco1	108	3	95	108	2	108	114	110
Cn1cnnc1SCC(=O)Nc1cccc(C(=O)O)c1	103	33	100	103	4	98	102	93
CCc1ccc(NC(=O)CCc2nnc3ccc(N4CCC5(CC4)OCCO5)nn23)cc1	95	4	91	93	1	97	92	89

Exported with two lines to a compound: entries from further up
Each structure is followed by: AGP1 TOR yeast	VLA-4 inh	CR mimetic SO	MEP2-GFP yeast	GRK2 aptamer HTS	CIT2 TOR yeast	RPL19A-GFP yeast	LAP4 TOR yeast
- N#C/C(=C\c1c[nH]c2ccccc12)c1nnc2n1CCCCC2
 : 99	-3	92	103	1	94	105	111
- CCNC(=S)NNC(=O)CC(C)C
 : 101	5	120	90	3	94	98	113
- CC(=O)NCC(=O)N1CCCC(C(=O)c2ccc(Oc3ccccc3)cc2)C1 (stereo unspecified)
 : 106	2	103	99	8	101	98	104

(next part)
SMILES	AGP1 TOR yeast	VLA-4 inh	CR mimetic SO	MEP2-GFP yeast	GRK2 aptamer HTS	CIT2 TOR yeast	RPL19A-GFP yeast	LAP4 TOR yeast
Cc1ccc(NC(=O)NCCCN2CCCC2=O)cc1Cl	100	-8	111	94	0	98	101	93
Nc1c(-c2cccc(Cl)c2)cnc2c(-c3ccccc3)cnn12	85	-1	108	88	1	76	81	nt
CC1(C)CC(=O)C=C(Nc2ccc3c(c2)CCC3)C1	100	-4	93	101	3	106	101	92
COc1ccc(Br)cc1CNC(=O)Nc1cccs1	18[may fluoresce violet]	-6	98	101	0	?	102	99
CC1CN(C(=S)Nc2ccc(Br)cc2Cl)CC(C)O1 (stereo unspecified)	114	-14	97	105	2	103	111	120
CNC(=O)NC(=O)C(C)OC(=O)c1c2c(nc3ccccc13)/C(=C/c1cccs1)CC2 (stereo unspecified)	63	-11	105	97	0	71	71	90
CCOC(=O)Nc1ccc2c(c1)N(C(=O)CNC)c1ccccc1CC2	96	8	108	113	0	97	102	93
Nc1c([N+](=O)[O-])cc(-c2cnc[nH]2)cc1[N+](=O)[O-]	96	13	115	95	0	91	97	97
NNC(=O)c1ccccc1OCCOc1ccccc1	101	-12	110	94	1	103	98	101
CCCN1CCN(C(=O)c2ccc(F)c(S(=O)(=O)N3CCOCC3)c2)CC1	101	2	92	97	4	96	97	106
O=C(O)c1ccccc1NS(=O)(=O)c1cccc2nsnc12	96	6	99	108	2	100	103	93
O=C(Nc1ccc(OC(F)(F)F)cc1)Oc1ccccc1N1CCOCC1	100	-6	94	96	1	94	97	113
O=C(N/N=C/c1ccc(F)c(F)c1)c1cccc(S(=O)(=O)N2CCCCC2)c1	103	39	78	109	0	105	104	105
COc1nccc(C(F)(F)F)c1C(=O)NC(=O)Nc1c(C)cccc1C	108	4	103	99	0	95	95	114
CCOC(=O)Cc1csc(SCC(=O)Nc2oc(C)c3c(C)n[nH]c(=O)c23)n1	98	6	101	98	1	95	93	97
CCNC(=O)C12CCC(C)(c3nc4cc(C)c(C)cc4nc31)C2(C)C (stereo unspecified)	98	5	81	97	0	97	95	111
CCN(CC)C(=O)Cn1cc(C(=O)C(=O)Nc2ccc3c(c2)OCCO3)c2ccccc21	98	0	92	91	1	95	96	100
CCOc1ccc(C2c3c(oc4cc(C)c(C)cc4c3=O)C(=O)N2CCCN(C)C)cc1OC (stereo unspecified)	101	11	107	109	2	100	102	99
O=c1cc(-c2ccc(O)c(-c3c(O)cc(O)c4c(=O)cc(-c5ccc(O)cc5)oc34)c2)oc2cc(O)cc(O)c12	82	19	96	93	0	67	94	133
c1csc(-c2noc(COc3ccc4c(c3)CCCC4)n2)c1	103	-10	92	104	0	103	100	101
Cc1ccc(S(=O)(=O)NC(C)(C)CSc2nnc(N)s2)cc1	96	7	106	96	4	94	95	105
CCOC(=O)c1cc(NC(=O)Nc2nc3ccccc3s2)c(C)nc1C	96	11	99	95	1	99	102	87
Cc1ccc(-c2[nH]ncc2C(=O)c2ccccc2C)c(O)c1	109	-4	94	107	1	107	98	nt
COc1cccc(-c2sc3ccc(OC)cc3c2-c2cc(F)cc(OC)c2)c1	101	-11	91	89	1	98	101	102
Cc1nc2cc(NC(=O)c3ccc(S(=O)(=O)N(C)c4ccccc4)cc3)ccc2o1	106	3	95	106	7	96	101	105
COc1ccc(OC)c(/C=C/C(=O)Nc2cccc(S(=O)(=O)NC3=NCCCCC3)c2)c1	90	4	84	98	4	89	89	87
CSc1ncccc1C(=O)NCc1ccccc1Cl	105	7	104	107	1	112	103	94
CC(=O)Nc1ccc(NC(=O)COc2cccc3c2OC(C)(C)C3)cc1	96	1	109	102	2	83	97	111
COc1ccc(OC)c2c(C)cc(NCCN3CCOCC3)nc12	95	0	112	97	0	103	97	99
CC(=O)Nc1cccc(NC(=O)c2cccc(-c3ccc(O)cc3)c2)c1	97	-1	90	91	0	96	96	93
COc1ccc(CN2CCNC(=O)C2CC(=O)NCc2cn[nH]c2-c2ccccc2)c(F)c1 (stereo unspecified)	94	0	106	99	1	101	94	89
CCC(C)NC(=O)C1c2ccccc2C(=O)N1Cc1ccccc1OC (stereo unspecified)	103	13	94	104	1	105	nt	99
CC(=O)Nc1cccc(C(=O)N/N=C/c2c[nH]c3ccccc23)c1	106	6	99	106	4	110	107	98
O=C(O)C1C2CCC(C2)C1C(=O)Nc1cccc([N+](=O)[O-])c1 (stereo unspecified)	94	-10	110	102	2	95	103	85
CCN(CC(=O)NC1CCS(=O)(=O)C1)S(=O)(=O)c1ccc(C)c(C)c1 (stereo unspecified)	108	22	104	103	0	103	108	102
Cc1cccc(NC(=O)CN2C(=O)c3ccccc3S2(=O)=O)n1	112	-21	87	97	0	94	101	107
Cc1ccc(-n2c(-c3ccc(Cl)cc3Cl)n[nH]c2=S)cc1	103	-17	103	109	1	106	111	98
CCCCc1nc2sc3c(c2c(=O)[nH]1)CCC3	98	12	111	100	58*	94	99	113
O=C(COc1ccc(F)cc1)Nc1cc(Cl)ccc1-n1cncn1	104	-11	115	100	1	89	96	116
CS(=O)(=O)Nc1ccc(-c2n[nH]c(=S)n2-c2ccccc2)cc1	110	9	112	105	2	103	103	107
O=C(CN(C(=O)c1csnn1)c1cccc(F)c1)NC1CCCC1	100	-17	105	108	4	108	113	92
COc1cccc(-c2nn(-c3ccccc3)cc2CN(C)Cc2ccno2)c1	95	10	94	103	0	104	102	100
CCOC(=O)c1ccc(S(=O)(=O)N2CCC(C(=O)O)CC2)cc1	92	8	91	92	0	91	93	93
Cc1ccc(S(=O)(=O)Cn2nnnc2C(C(C)C)N2CCN(c3nc4ccccc4s3)CC2)cc1 (stereo unspecified)	110	8	99	108	3	96	108	100
O=c1cc(CO)oc(CN2CCN(c3cccc(C(F)(F)F)c3)CC2)c1O	96	13	97	100	1	93	95	97
CCC(C)n1[nH]c(=O)cc1N (stereo unspecified)	99	3	109	96	0	97	95	93
NC(=O)SCC(=O)Nc1ccc(Cl)c(Cl)c1	106	-11	82	95	3	111	101	101
COc1ccc(-c2cnn3c(N)c(S(=O)(=O)c4ccccc4)cnc23)cc1	99	10	112	101	2	101	101	98
COc1cc(C(=O)OCc2ccc([N+](=O)[O-])cc2)cc(OC)c1OC	109	1	95	115	0	108	118	96
CCOC(=O)c1ccc([N+](=O)[O-])cc1NC(C)=O	99	23	135	102	0	100	99	93

(further entries)
SMILES	AGP1 TOR yeast	VLA-4 inh	CR mimetic SO	MEP2-GFP yeast	GRK2 aptamer HTS	CIT2 TOR yeast	RPL19A-GFP yeast	LAP4 TOR yeast
COc1cccc(CNC(=O)c2ccncc2)c1	86[may fluoresce red]	10	99	?	0	90[may fluoresce red]	?	84[may fluoresce red]
CCSc1nnc(NC(=O)[C@H](C)N2C(=O)C3CC=CCC3C2=O)s1 (stereo partly specified)	96	49	126	99	0	99	95	98
O=C(Nc1ccc(C(F)(F)F)cc1)C1CCN(S(=O)(=O)c2ccc(N3CCCC3=O)cc2)CC1	99	-99	103	93	0	98	100	96
CCC1(c2ccc(F)cc2)NC(=O)N(CC(=O)N2c3ccccc3NC(=O)CC2C)C1=O (stereo unspecified)	99	6	97	96	0	98	97	98
COc1cccc(NC(=O)c2ccc3c(SCC(=O)O)c4c(nc3c2)CCCC4)c1	99	-4	104	103	6	98	101	94
CC(CCc1ccccc1)NC(=O)COC(=O)c1cccs1 (stereo unspecified)	96	0	98	104	0	101	104	103
O=C(NCCN1CCCC1)C1CC(=O)N(C2CCCCC2)C1 (stereo unspecified)	99	3	102	104	0	109	102	96
COc1cccc(CC(=O)Nc2nc3c(s2)C(=O)CC(C)(C)C3)c1	85	17	107	90	2	95	87	100
COc1cccc(-n2nnc3c(=O)n(CC(=O)Nc4cc(C)on4)cnc32)c1	92[may fluoresce red]	20	111	88[may fluoresce red]	0	90[may fluoresce red]	?	?
Cc1ccc2nc(-c3ccccc3C)oc(=O)c2c1	100	1	105	113	0	109	108	95
O=C(/C=C/Nc1ccc(Br)cn1)c1cccc(OC(F)F)c1	87	-10	91	93	3	84	90	96
O=C(C1CCCN1S(=O)(=O)c1ccc(Cl)cc1)N1CCOCC1 (stereo unspecified)	103	15	87	106	0	104	100	98
O=C(Cn1c(=O)cnc2ccccc21)Nc1cccc(S(=O)(=O)N2CCOCC2)c1	96	-5	81	96	0	102	97	96
COc1ccc(CC(=O)NCc2cn3ccsc3n2)cc1	104	2	91	122	3	102	101	98
COc1ccc(F)cc1S(=O)(=O)Nc1ccncc1	98	9	94	102	3	100	104	90
Cc1ccc(Cl)cc1NC(=O)Cn1nc(-c2cccs2)ccc1=O	103	-4	104	102	1	98	102	102
CCO[C@H]1OC(C(=O)N2CCN(C)CC2)=C[C@@H](c2ccc(C(F)(F)F)cc2)[C@@H]1CCCO	78	12	105	94	0	67	94	127
COc1ccc(N2CCN(S(=O)(=O)CCNS(=O)(=O)c3ccccc3)CC2)cc1	118	0	99	107	0	106	105	104
C/C(=N\O)c1cccc(Br)c1	110	20	115	102	1	114	97	108
CCCOc1ccc(OCCn2nc(C(=O)O)c3ccccc3c2=O)cc1	102	6	108	111	0	107	104	98
O=[N+]([O-])c1ccc(COc2cccc3cccnc23)cc1	96	-2	80	108	2	96	103	106
CCOc1ccc(-n2nc3cc(C)c(N)cc3n2)cc1	27[may fluoresce violet]	-4	96	96[may fluoresce violet]	0	?	99[may fluoresce violet]	105[may fluoresce violet]
O=C(Nc1nn[nH]n1)c1ccc(S(=O)(=O)N2CCCCC2)cc1	100	22	91	99	2	96	98	91
COc1ccc(C(=O)Nn2c(SCC(=O)c3ccc(Cl)cc3)nc3ccccc3c2=O)cc1	103	-9	94	104	4	105	107	106

Source: PubChem BioAssay
